# mIAP act: mouse IAP activation | muIAP, CDP-Star luminescence, 30 min; hits give high values; 1 = vehicle-only enzyme signal, 0 = enzyme-free wells | activation factor at 10 µM | 330,000 tested, 0.24% active | AID 2805;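 active means activation factor of at least 2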; further: the source names both 10 and 20 µM as test concentration; values of inactives mirror those of a sister screen read the other way
#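 System: mouse IAP enzyme. Reagent: CDP-Star chemiluminescent phosphatase substrate. Benchmarks: DMSO wells, no-enzyme wells. Times: 30 min enzyme-substrate-compound incubation at room temperature. Detection: luminescence from enzymatic CDP-Star hydrolysis. Doses: test compounds delivered from DMSO solution.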
# beta cell repl: induces beta-cell replication in MIN6 cells; MIN6 cells proliferation, ATPlite luminescence, 48 h; cells starved in 0.2% serum; 100% = growth in 10% serum; AID 2380; proliferation, % at 10 µM; 330,000 tested, 0.29% active;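 active means compounds whose signal lies at least 3.5 SD above the mean of all wells on their plate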;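 further: 0% = DMSO-treated cells in low-serum medium and 100% = 10% serum control; some compounds called inactive have numbers as strong as hits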
# hIAP inh: human IAP inhibition; P09923; purified IAP, CDP-Star luminescence, 30 min; inhibition, % at 10 µM; 330,000 tested, 0.12% active; AID 2544;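 active means inhibition reaching a set limit with compound at 10 µM in the primary screen, cut at about 35% in these data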;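 further: plate controls were DMSO wells with enzyme for no effect and no-enzyme buffer wells for full effect; values of inactives mirror those of a sister screen read the other way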
# A3A deaminase: inhibitors of human APOBEC3A DNA deaminase. P31941. 330,000 tested, 0.41% active. recombinant A3A, FAM/TAMRA ssDNA deamination fluorescence. inhibition, % at 20 µM;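 active means at least 40% inhibition at 20 µM here, with at most 30% in a related deaminase screen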;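 further: plate controls were A3A with DMSO for no effect and wells lacking A3A enzyme for full effect; some results filed as inactive read as strong as hits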
# Target sequence (P31941 whole entry, looked up): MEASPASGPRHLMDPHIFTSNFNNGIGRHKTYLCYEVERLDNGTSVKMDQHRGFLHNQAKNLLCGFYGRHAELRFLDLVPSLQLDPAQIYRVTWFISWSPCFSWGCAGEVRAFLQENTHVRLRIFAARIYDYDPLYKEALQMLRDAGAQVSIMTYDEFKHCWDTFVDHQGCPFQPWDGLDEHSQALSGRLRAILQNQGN
# NALP3 yeast inh: blocks the NALP3 inflammasome reconstituted in yeast. Yeast reconstituted NLRP3/ASC/caspase-1, beta-gal luminescence, 24 h. inhibition, % at 10 µM. 330,000 tested, 0.39% active;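 active means inhibition of 50% or more; inactive means inhibition below 50%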;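 further: plate controls were induced DMSO wells for no effect and uninduced yeast grown without galactose for full effect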
# mIAP block: blocks mouse intestinal alkaline phosphatase | 330,000 tested, 0.2% active | inhibition, % at 10 µM | purified mouse IAP, CDP-Star luminescence, 30 min | AID 2806;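 active means inhibition of at least 40% at 10 µM in the primary screen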;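 further: plate controls were DMSO with enzyme for no effect and no enzyme wells for full effect; values of inactives mirror those of a sister screen read the other way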
# hIAP act: increases human intestinal alkaline phosphatase activity. 330,000 tested, 0.16% active. P09923. activation factor at 10 µM. AID 2524. purified human IAP, CDP-Star luminescence, 30 min; hits give high values; 1 = vehicle-only enzyme, 0 = enzyme-free background;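 active means activation factor of the enzyme at least 2-fold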; further: the source names both 10 and 20 µM as test concentration; values of inactives mirror those of a sister screen read the other way
# SENP1 FRET inh: SENP1 (human) catalytic domain inhibition; recombinant SENP1 catalytic domain, CyPet-SUMO1-YPet FRET cleavage; inhibition, % at 10 µM; 360,000 tested, 0.21% active;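 active means inhibition at least 30% at 10 µM, raw YFP signal under a set limit, fluorescence ratio 0.5 to 1.5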;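 further: 0% = enzyme with DMSO and 100% = no enzyme wells; some results filed as inactive read as strong as hits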
# Target sequence (Q9P0U3 419-644 limits assumed): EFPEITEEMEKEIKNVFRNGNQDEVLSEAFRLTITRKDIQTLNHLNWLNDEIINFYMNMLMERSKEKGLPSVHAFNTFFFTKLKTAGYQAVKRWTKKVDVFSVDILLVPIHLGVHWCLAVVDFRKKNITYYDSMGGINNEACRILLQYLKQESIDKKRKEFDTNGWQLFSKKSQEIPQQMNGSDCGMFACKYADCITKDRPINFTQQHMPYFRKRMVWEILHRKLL
#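 Assay system – human recombinant His6-tagged SENP1 catalytic domain enzyme · Input – SENP1 enzyme, 20 pM final · Buffer or medium – Tris pH 8 buffer plus EDTA, NaCl, BME, BSA, NP40, catalase · Schedule – 50 min reaction at room temperature · Technique – FRET read of cyan and yellow fluorescence · Control set – no-enzyme wells low, DMSO-plus-enzyme wells high control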
# APOBEC3G inh: inhibitors of human APOBEC3G DNA deaminase; Q9HC16; recombinant A3G, ssDNA deamination FAM/TAMRA fluorescence; 330,000 tested, 0.28% active; inhibition, % at 20 µM;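 active means inhibition of at least 40% at 20 µM, with no more than 30% in the related APOBEC3A deaminase screen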;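 further: plate controls were DMSO wells with A3G for no effect and wells lacking A3G enzyme for full effect; some compounds called inactive have numbers as strong as hits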
# Target sequence (Q9HC16 whole entry, looked up): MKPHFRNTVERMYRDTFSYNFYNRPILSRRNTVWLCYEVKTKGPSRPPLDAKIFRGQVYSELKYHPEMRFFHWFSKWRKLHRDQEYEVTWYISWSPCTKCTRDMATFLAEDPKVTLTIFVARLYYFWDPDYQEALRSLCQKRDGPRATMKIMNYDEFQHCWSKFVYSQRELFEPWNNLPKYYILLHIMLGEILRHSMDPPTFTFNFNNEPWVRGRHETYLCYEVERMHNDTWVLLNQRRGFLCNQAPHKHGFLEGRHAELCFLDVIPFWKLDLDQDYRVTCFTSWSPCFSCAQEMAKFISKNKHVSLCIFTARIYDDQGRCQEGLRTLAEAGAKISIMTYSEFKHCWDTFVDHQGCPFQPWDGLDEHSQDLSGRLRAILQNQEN
# * marks the source's active call; other numbers are inactive results; . = not tested or not shown. The list is partial, so the mix of outcomes need not match the whole.
SMILES,mIAP act,beta cell repl,hIAP inh,A3A deaminase,NALP3 yeast inh,mIAP block,hIAP act,SENP1 FRET inh,APOBEC3G inh
COc1ccccc1-n1cnc2cc(C(=O)NCCCN3CCOCC3)ccc21,1.1,-2,18,0,0,-12,0.82,2,7
S=C(Nc1ccc(Nc2ccccc2)cc1)NN1CCOCC1,1,-1,-22,-5,4,-1,1.2,2,-3
FC(F)(F)c1cc(-c2ccco2)nc(N2CCN(c3ccccc3)CC2)n1,0.9,-6,17,-3,-10,10,0.83,2,-8
CC(=O)c1c(C(=O)O)[nH]c(C(=O)O)c1C,0.99,0,-4,0,6,1,1,1,-2
CCCCSCCCNC(=O)c1cn(C)c2ccc(S(=O)(=O)N3CCCC3)cc2c1=O,0.96,-1,-5,-3,13,4,1,0,-5
COCCCNC(=O)CNC(=S)N(Cc1ccccc1)Cc1cccnc1,0.95,-3,0,-7,14,4,1,0,-5
CCC1(C)N(O)C(C)(C)C(c2ccc(OC)cc2)=[N+]1[O-] (configuration not stated),1,-2,16,-2,8,-4,0.84,2,-8
Cc1ccc2c(CC(=O)O)coc2c1,0.99,2,-1,-8,4,1,1,0,-3
CCN(CC(=O)Nc1ccccc1OC)CC(=O)Nc1ccccc1C(F)(F)F,1.1,3,-29,4,8,-8,1.3,1,-13
O=C(CCNc1cc(Cl)cc(Cl)c1)c1ccco1,0.84,-4,23,-5,4,16,0.77,1,-5
COc1ccc(N2C(=O)C3CCCN3C2=O)cc1 (configuration not stated),1.1,-1,-19,-3,5,-6,1.2,0,-1
COC(=O)[C@@H](Cc1ccccc1)NC(=O)[C@H]1CCC(=O)N1C(=O)OCc1ccccc1,0.82,-2,-8,2,3,18,1.1,2,3
Cc1cc2[nH]c(=O)c(=O)[nH]c2cc1S(=O)(=O)NC1CCCCC1C (configuration not stated),1,-3,-2,-2,4,-4,1,1,-14
COc1ccc(-c2noc(-c3ccoc3C)n2)cc1,1,-1,-5,1,36,0,1.1,-6,14
COc1ccc(Cl)cc1NC(=O)CN(C)C(=O)CCCc1c[nH]c2ccccc12,0.94,-3,-36,-1,31,6,1.4,-3,-3
COC(=O)c1sc(NC(=O)c2c(OC)cccc2OC)c(C#N)c1C,0.93,-2,9,1,1,7,0.91,1,-6
CCOC(=O)CC(=O)CSc1nnc2sc3ccccc3n12,1,0,10,-6,-1,-5,0.9,1,-8
S=C(NCCN1CCOCC1)Nc1ccc(-c2nc3ccccc3[nH]2)cc1,1.1,-2,-10,-10,12,-15,1.1,1,0
COc1ccc(C(CNC(=O)COc2ccccc2)N2CCCCC2)cc1 (configuration not stated),1,-2,10,1,21,-1,0.9,1,-4
Cc1ccccc1-c1n[nH]c(=S)o1,1.1,-3,-3,-4,19,-9,1,2,10
Brc1ccc(-c2ccc(/C=N/Nc3nc(N4CCOCC4)nc(N4CCOCC4)n3)o2)cc1,0.85,-5,4,-3,18,14,0.96,-4,-6
Cc1ccc(NS(=O)(=O)c2ccc3c(c2)NC(=O)CO3)cc1Cl,0.96,0,8,-8,5,4,0.92,2,-6
Cc1ccc(N(C)S(=O)(=O)c2cc(-c3cnc(C4CC4)o3)ccc2C)cc1,0.93,-5,-12,2,20,7,1.1,1,-2
CCOc1ccc(NS(=O)(=O)CC23CCC(CC2=O)C3(C)C)cc1 (configuration not stated),0.97,2,8,-5,4,3,0.92,2,-6
CCOC(=O)C[C@H]1c2ccc(C(F)(F)F)cc2S(=O)(=O)N1C(C)C,1.1,-3,20,11,3,-5,0.8,2,-4
N#Cc1cccc(NC(=O)CCN2C(=O)C3CCCCC3C2=O)c1 (configuration not stated),1,-4,-10,-3,10,-4,1.1,1,-7
CCOC(=O)c1c(NC(=O)COC(=O)c2cc(OC)c(OC)cc2[N+](=O)[O-])sc(C)c1C,0.98,0,14,32,1,2,0.86,-2,-1
S=c1[nH]nc(/C=C/c2ccccc2)o1,0.93,-1,4,-7,2,7,0.96,-4,-6
Cc1ccc(C)c(NC(=O)CCN2C(=O)c3ccccc3C2=O)c1,1,3,-2,0,24,-2,1,1,0
COc1ccc(N2CCN(C(=O)CC(NC(N)=O)c3cccc(Oc4ccccc4)c3)CC2)cc1 (configuration not stated),1.1,-3,-6,-3,0,-6,1.1,0,-1
Cc1cc(C)n2nc(CC#N)c(C#N)c2n1,1,-2,-2,2,22,-5,1,-15,2
C=CCn1c(SCC(=O)Nc2cccc(S(N)(=O)=O)c2)nc2sc(C)c(C)c2c1=O,1,-4,-11,1,23,-2,1.1,-3,3
O=C(NN1CCOCC1)c1ccc(Br)cc1,1,-1,8,0,18,-2,0.92,2,-9
Cn1nccc1C(=O)N1CCN(c2ncccn2)CC1,0.97,-4,-12,-1,19,3,1.1,0,-6
CCOc1ccc(C(C)=O)cc1Cn1c(=O)oc2ccccc21,0.98,0,-7,1,8,2,1.1,1,-4
COc1cccc(CSc2nc3sc(C)c(C)c3c(=O)n2Cc2ccco2)c1,0.88,-6,6,-4,12,12,0.94,-1,-12
O=C(Oc1cccc2ccccc12)c1cc(Cl)nc2ccccc12,0.99,-4,-12,-3,12,1,1.1,3,-4
CC(=O)Nc1nc(C)c(-c2csc(Nc3ccc(O)cc3)n2)s1,0.92,-6,11,-1,25,8,0.89,5,0
C=CCn1c(Cc2nc3ccc(Cl)cc3[nH]2)n[nH]c1=S,0.93,-3,-7,-5,27,7,1.1,-7,21
COC(=O)c1ccc(S(=O)(=O)N2CCCN(Cc3cccc(Br)c3F)CC2)n1C,0.99,-4,4,-1,20,0,0.96,2,-1
O=S(=O)(NCC1NCCc2ccccc21)c1ccccc1 (configuration not stated),0.94,-4,-8,-2,8,6,1.1,-8,-4
Cc1ccc(C(=O)C2=C(O)C(=O)N(Cc3cccnc3)C2c2ccc(OC(C)C)cc2)o1 (configuration not stated),1,-1,-1,-3,3,-4,1,-2,-3
COCCCN(C(=O)CCSc1ccc(F)cc1)c1c(N)n(Cc2ccccc2)c(=O)[nH]c1=O,1,0,-13,-3,4,0,1.1,-10,-7
CN1CC(=O)N/C1=N\C(=O)Nc1ccc(O)cc1,1,-2,-9,-2,4,-1,1.1,0,-2
CCOc1ccc(S(=O)(=O)Nc2cc(Cl)ccc2O)cc1,0.86,-3,-3,0,19,14,1,-1,-1
N#CCC(=O)Nc1ccc(C(=O)NCC(c2ccco2)N2CCCCC2)cc1 (configuration not stated),1,-1,-3,1,6,-2,1,-59,-5
CSc1nc(-c2ccco2)nn1C(=O)Cc1ccccc1,0.87,-3,11,94*,4,13,0.89,0,-3
CC(C)(C)C(=O)N1CCN(c2ccc([N+](=O)[O-])cc2-n2cccc2)CC1,0.88,6,22,-3,15,12,0.78,-3,-4
COc1cc(NC(=S)Nc2ccc(OC(F)F)cc2)cc(OC)c1,1.1,-1,8,2,2,-11,0.92,2,-8
Cc1ccc(S(=O)(=O)N2CCOCC2)cc1C(=O)NC(=S)N(Cc1ccccc1)C(C)C,0.99,1,-11,-2,1,1,1.1,4,-5
Cc1c(Cl)cccc1N1CC(C)(C)C1=O,0.97,0,16,-2,12,3,0.84,1,-3
O=C(N/N=C/c1cccc([N+](=O)[O-])c1)c1ccccc1-n1cccc1,1,-1,5,0,21,0,0.95,1,-4
CC(C(=O)N(C)C)N1c2cccc3cccc(c23)S1(=O)=O (configuration not stated),1,-1,-6,-1,32,-2,1.1,-1,-1
Cc1ccc(S(=O)(=O)c2ccc(NC(=O)c3c(F)cccc3F)cc2)cc1,0.97,-2,9,-2,21,3,0.91,-1,-9
CC1=C(C(=O)Nc2cccc(C(=O)N3CCC(C(N)=O)CC3)c2)SCCO1,0.96,0,3,-6,-1,4,0.97,-1,-8
Nc1nnn(CC(=O)N/N=C/c2cn[nH]c2-c2ccccc2)n1,1,-2,16,-3,20,0,0.84,0,-7
Cn1nc(CC(=O)NCCN2C(=O)CSC2=O)c2ccccc2c1=O,1,0,-15,2,-1,0,1.1,3,-4
CCN(CC)S(=O)(=O)c1ccc2oc(C(=O)NC(C)C)c(C)c2c1,1.2,3,7,-6,13,-18,0.93,-2,-5
CCN1C(=O)[C@H]2[C@@H](c3ccc(-c4ccccc4)cc3)N[C@@](Cc3ccccc3)(C(=O)OC)[C@H]2C1=O,0.9,-7,-4,1,10,10,1,1,1
COc1ccc(S(=O)(=O)N2CCCCCC2)cc1NC(=O)Cc1cc(OC)c(OC)c(OC)c1,1.1,0,13,-4,10,-5,0.87,1,-6

# Later entries:
SMILES,mIAP act,beta cell repl,hIAP inh,A3A deaminase,NALP3 yeast inh,mIAP block,hIAP act,SENP1 FRET inh,APOBEC3G inh
COc1ccccc1NC(=O)CSc1nc(=O)n(CCN(C)C)c2c1CCCC2,1,3,-11,-2,9,0,1.1,-2,-6
CCCCn1c(N)c(N(CCOC)C(=O)c2cccc(N3C(=O)c4ccccc4C3=O)c2)c(=O)[nH]c1=O,0.9,1,12,-1,4,10,0.88,-17,-1
Cc1ccccc1C(=O)Nc1ccc(C(=O)NNC(=O)CCCOc2ccc(Cl)cc2Cl)cc1,0.96,0,-37,4,0,4,1.4,1,-4
CC(C)C(O)(C#CCN1CCCCC1)C(C)C,1,0,1,-4,-1,-2,0.99,-1,-6
COCCCNC(=O)c1cc(-c2cccnc2)nc2ccc(S(=O)(=O)N3CCCCCC3)cc12,1,-1,-14,0,19,-1,1.1,0,-6
O=Nc1c(O)n(Cc2cccc(Cl)c2)c2ccccc12,1,-5,-18,-6,17,-2,1.2,2,-9
CCC(=O)N1CCc2cc(S(=O)(=O)CCC(=O)Nc3ccc(CC)cc3)ccc21,0.94,-1,11,-5,8,6,0.89,1,-6
CN1C(=O)[C@H]2[C@@H](c3ccc(F)cc3)N3C(=O)c4ccccc4NC(=O)[C@@]3(C)[C@H]2C1=O,0.98,-2,2,-1,15,2,0.98,0,-3
O=S1(=O)CCC(NS(=O)(=O)/C=C/c2ccccc2)C1 (configuration not stated),0.99,3,9,3,2,0,0.91,11,-2
CN(C)/C=N/C(=S)Nc1ccc(Cl)c(Cl)c1,1,-5,-5,-4,28,0,1,2,9
CCn1nnnc1SCC(=O)Nc1ccc(F)cc1,1,0,-1,-2,15,-4,1,1,-5
Cc1ccc(-n2c(SCC(=O)Nc3cccc(C)c3)nc3c(oc4ccccc43)c2=O)cc1,1,0,8,2,19,0,0.92,.,-6
Cc1oc(C(=O)O)cc1COc1cccc2cccnc12,1,1,-15,4,-4,-2,1.1,-2,1
Cc1nc(N2CCOCC2)nc(N2CCN(c3ccccc3)CC2)c1[N+](=O)[O-],1,-3,6,0,21,0,0.94,-6,-3

# Shown as a hit in A3A deaminase, among the entries above:
Molecule | mIAP act | hIAP inh | A3A deaminase | NALP3 yeast inh | mIAP block | hIAP act | SENP1 FRET inh | APOBEC3G inh
CSc1nc(-c2ccco2)nn1C(=O)Cc1ccccc1 | 0.87 | 11 | 94* | 4 | 13 | 0.89 | 0 | -3
